EBV gp42 inh: Epstein-Barr virus gp42 inhibitors, primary screen, biochemical, uHTS, fluorescence polarization | Fluorescence polarization binding assay, mP read-out | inhibition, % (tested at 21.74 µM) | 0.42% of 220,000 active; in the data active = inhibition above about 50%
Target sequence (Q1HVG2 whole entry, looked up): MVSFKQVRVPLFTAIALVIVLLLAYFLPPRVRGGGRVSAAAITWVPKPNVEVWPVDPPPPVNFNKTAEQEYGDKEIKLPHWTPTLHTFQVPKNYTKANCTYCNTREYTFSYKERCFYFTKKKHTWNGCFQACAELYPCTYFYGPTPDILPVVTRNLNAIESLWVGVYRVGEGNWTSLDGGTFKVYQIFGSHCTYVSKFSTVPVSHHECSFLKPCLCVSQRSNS
p47phox inh: p47phox/p22phox peptide binding inhibitors, primary screen, biochemical, uHTS, NADPH oxidase regulatory subunit; Neutrophil cytosol factor 1 (Homo sapiens), P14598; fluorescence polarization, 2 h; inhibition, % at 24.7 µM; 0.53% of 220,000 active; AID 1274, 2008;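 active = inhibition above about 30%, limit read from the data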;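 also: 0% = p47phox with labelled peptide and 100% = labelled peptide alone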
PPC-1+TRAIL kill: compounds killing PPC-1 cancer cells with TRAIL present, primary screen, TRAIL potentiator project, ATPLite luminescence, uHTS; PPC-1 cells + TRAIL, ATPLite viability luminescence; 0.41% of 220,000 active; cell killing (% activity), % at 4 µM;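 active = cell killing above 50% in the first pass at 4 µM, then a duplicate retest at 5 µM averaging 50% or more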;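 also: plate controls were cells with TRAIL plus DMSO for no effect and medium-only wells lacking cells for full effect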
Mdm2 ligase inh: MDM2-luciferase reporter signal enhancers, primary screen, MDM2 E3 ligase inhibitor project, cell-based, luminescence, 1536-well; signal enhancement, % at 5 µM; cell-based MDM2 ubiquitination luciferase reporter, 2 h; 0 = plate control, 100 = twice control, blank-subtracted; 0.11% of 210,000 active; E3 ubiquitin-protein ligase Mdm2 (Homo sapiens), Q00987;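 active = signal enhancement of 30% or more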;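 also: luminescence tracks abundance of the self-degrading MDM2-luciferase fusion protein; higher signal means inhibition of MDM2 E3 ligase activity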
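Material: stable MDM2–luciferase fusion reporter cells / Quantity: 2000 cells/well / Dosing: single 5 µM compound dose, 0.2% final DMSO / Buffer or medium: DMEM / Schedule: 4 h cell settling then 2 h compound exposure, 37 °C / Detection: luminescence with SteadyLite reagent, 15 min at room temperature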
TNF death inh: inhibitors of TNF-alpha triggered necroptosis, primary screen, cell-based, Jurkat FADD-/-, single concentration. Jurkat FADD-/- TNF necroptosis rescue, ATP luminescence, 24 h; 0 = TNF only, 100 = no-TNF cells. activation (protection from cell death), % at 10 µM. 0.068% of 220,000 active. AID 463075, 2010;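 active = activation, meaning protection from cell death, of at least 50% relative to plate controls; inactive = activation below 50%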;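 also: necroptosis triggered by 40 ng/mL TNF-alpha added together with compound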
CHOP inh: inhibitors of CHOP promoter induction, primary screen, cell-based, unfolded protein response, luciferase reporter. AID 2732, 2010. inhibition, % at 10 µM. 3.8% of 220,000 active. CHO-K1 CHOP-promoter luciferase, tunicamycin-induced, 15-18 h;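 active = compounds that reduced the stress-induced luciferase reporter signal by more than about 70% of percent inhibition, limit read from the data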;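 also: 0% = tunicamycin plus vehicle and 100% = wells without tunicamycin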
TRPN1 ag: zebrafish TRPN1 channel agonists, primary screen, cell-based, HEK293, calcium fluorescence; transient receptor potential cation channel N1 (TRPN1/NompC), Danio rerio; activation, % at 3 µM; 0.18% of 220,000 active; HEK293 zebrafish TRPN1-YFP, Fluo-8 calcium fluorescence; 100% = response to 87 µM carbachol;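 active = activation above its plate's cutoff, the mean activation of test wells on that plate plus 3 SD, cut at about 19% in these data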;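 also: 0% = DMSO alone and 100% = 87 µM carbachol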
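Material: zebrafish TRPN1-YFP in HEK293 cells; Doses: single test compound dose, 3 µM nominal, 0.3% DMSO; Timing: dye loading 1 h at 37 °C, then 30 min room temperature; Technique: intracellular calcium fluorescence with Fluo-8; Benchmarks: high carbachol 87 µM, low DMSO alone.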
Runt-SMMHC FRET: inhibitors of RUNX1 Runt–CBFb-SMMHC binding, primary screen, biochemical, FRET, Cerulean-Runt, Venus-CBFb-SMMHC, uHTS | Cerulean-Runt/Venus-CBFb-SMMHC FRET ratio 530/480, 1 h | inhibition, % at 20 µM | 0.74% of 220,000 active;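 active = mean inhibition across duplicate retests at 20 µM reaching about 50%, limit read from the data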;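 also: 0% = DMSO wells and 100% = wells with excess untagged CBFb-SMMHC; inhibitors lower the FRET ratio by blocking Runt binding to CBFb-SMMHC; some results filed as inactive read as strong as hits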
TRPML3 agonist: human TRPML3 channel agonists, primary screen, cell-based, HEK293 TRPML3-YFP, Fluo-8 calcium fluorescence, 3 µM; Mucolipin-3 (Homo sapiens), Q8TDD5; 100% = the carbachol control signal; activation, % at 3 µM; 0.29% of 220,000 active; AID 1448, 2008;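 active = activation above its plate's cutoff, the mean activation of the plate's test wells plus 3 SD, cut at about 12% in these data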;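 also: 0% = DMSO only wells and 100% = carbachol wells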
Target sequence (Q8TDD5 whole entry, looked up): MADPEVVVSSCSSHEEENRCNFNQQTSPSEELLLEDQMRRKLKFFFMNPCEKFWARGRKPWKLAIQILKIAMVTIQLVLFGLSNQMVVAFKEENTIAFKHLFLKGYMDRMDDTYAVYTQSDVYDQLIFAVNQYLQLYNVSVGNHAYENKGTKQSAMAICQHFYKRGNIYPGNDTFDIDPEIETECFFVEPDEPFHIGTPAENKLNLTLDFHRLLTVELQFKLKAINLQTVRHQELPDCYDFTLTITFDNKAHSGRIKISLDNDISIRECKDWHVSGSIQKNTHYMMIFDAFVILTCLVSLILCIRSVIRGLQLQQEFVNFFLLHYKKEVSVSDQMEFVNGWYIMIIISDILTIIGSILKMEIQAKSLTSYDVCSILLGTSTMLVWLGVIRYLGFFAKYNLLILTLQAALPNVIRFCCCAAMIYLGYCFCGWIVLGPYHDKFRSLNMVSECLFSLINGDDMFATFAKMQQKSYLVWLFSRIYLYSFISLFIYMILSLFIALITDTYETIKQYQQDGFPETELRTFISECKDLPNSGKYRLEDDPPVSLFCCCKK
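system = HEK293 cells stably carrying human TRPML3-YFP | doses = one concentration, 3 µM nominal, 0.3% DMSO | timing = dye loading 1 h 37 °C then 30 min ambient, 125 s read | detection = Fluo-8 calcium dye fluorescence, ex 470-495, em 515-575 nm | benchmarks = high control carbachol 87 µM, low control DMSO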
* marks the source's active call; other numbers are inactive results; . = not tested or not shown.

no.	Structure	EBV gp42 inh	p47phox inh	PPC-1+TRAIL kill	Mdm2 ligase inh	TNF death inh	CHOP inh	TRPN1 ag	Runt-SMMHC FRET	TRPML3 agonist
1	CC(C)CN(CC(C)C)C(=O)C12CCC(C)(C(=O)O1)C2(C)C (centres undefined)	1	-3	21	1	-2.3	29	1.0	-4	0.3
2	CC(C)(C)c1ccc(OCc2ccc(C(=O)NN)o2)cc1	-11	6	27	21	-1.2	-19	-0.7	1	0.1
3	CCC/C=N/NC(=O)CNC(=O)c1ccccc1Cl	-21	-9	23	0	0.3	3	3.1	-1	0.3
4	COc1cc2c(cc1OC)C(c1ccc(-c3cc(Cl)ccc3Cl)o1)=NCC2	-15	51*	9	-12	-12	85*	-1.1	-4	0.4
5	CCCOc1ccc(CN(CCO)CCO)cc1C(=O)OC	-8	4	18	-21	1.0	1	1.4	4	-0.7
6	O=c1c2c(nc3nc(CCc4ccccc4)[nH]n13)CCC2	-6	0	-8	-11	-2.9	8	0.2	1	0.6
7	COc1cccc(NC(=O)NCc2ccccc2F)c1	-10	10	29	-12	4.5	-7	-0.1	0	0.2
8	CCCC(C)NC(=S)NC(=O)c1cc(S(=O)(=O)N2CCOCC2)ccc1C (centres undefined)	14	-3	5	-4	1.0	30	1.9	2	-0.1
9	CC1(C)CC(=O)C(C=NCCN2CCNCC2)=C(O)C1	-4	-3	-19	-9	0.8	6	1.8	1	1.0
10	O=c1[nH]c(CN2CCCCC2)nc2c1C1(CCCCC1)Cc1ccccc1-2	5	-6	-3	-4	-0.8	-21	0.5	1	0.9
11	O=C(O)Cc1sc(N/N=C\c2ccccc2)nc1-c1ccccc1	-4	-6	43	3	1.8	-15	2.6	-16	0.3
12	CN(C)C(=O)c1cnc(Sc2ncc(C(F)(F)F)cc2Cl)n1C	-12	-2	22	-21	-0.2	-29	1.0	-4	0.6
13	O=C(NN1CCOCC1)c1sc2cccc(F)c2c1Cl	-9	1	17	-6	0.1	0	-1.0	0	0.6
14	Cc1cc(C)nc(SCC(=O)Nn2cnnc2)n1	-18	-16	39	10	0.4	26	1.5	-2	0.2
15	CCN(Cc1ccccc1)C(=O)Cn1c(=O)n(CC(=O)NCc2ccco2)c(=O)c2sccc21	-22	-9	10	-23	-2.6	3	-0.6	-3	0.3
16	CCOc1ccc(-n2c(=O)cc(N3CCN(c4ccc(F)cc4)CC3)[nH]c2=O)cc1	-19	-5	9	-13	-4.8	26	1.6	6	0.6
17	COc1ccc(Cl)cc1NC(=O)CN1CCC(n2nnc3ccccc32)CC1	-19	-11	-10	-9	2.0	37	-0.1	-1	0.1
18	CCN1C(=O)/C(=C/c2ccc(C)o2)N(C)C1=S	7	-14	-5	-16	-2.2	28	1.5	39	0.6
19	COc1ccc(OCC(=O)N2CCN(C(=O)c3ccco3)CC2)cc1	-2	-5	0	2	-0.1	-1	-0.3	1	0.1
20	Cc1ccccc1-n1c(O)c(C=NC2CCS(=O)(=O)C2)c2ccccc2c1=O (centres undefined)	-15	-3	-7	2	0.7	15	2.7	2	0.8
21	O=C(Nc1ccc2oc(-c3ccncc3)nc2c1)c1ccc2c(c1)OCO2	-25	9	4	.	-3.6	-7	4.8	-4	2.2
22	COc1ccccc1-n1cnc2cc(NC(C)=O)ccc21	-5	0	11	-10	-1.6	26	2.6	2	1.0
23	COc1ccc(CCNc2nc(-c3ccncc3)cs2)cc1OC	-16	1	-14	-9	-0.6	-3	5.0	-5	1.2
24	CCOC(=O)N1CCN(c2nc(-c3ccc(Cl)cc3)cs2)CC1	15	-1	26	-11	0.9	42	-0.9	-3	0.3

Single records (already shown). Screens in order: EBV gp42 inh, p47phox inh, PPC-1+TRAIL kill, Mdm2 ligase inh, TNF death inh, CHOP inh, TRPN1 ag, Runt-SMMHC FRET, TRPML3 agonist
CCN1C(=O)/C(=C/c2ccc(C)o2)N(C)C1=S across the screens: 7, -14, -5, -16, -2.2, 28, 1.5, 39, 0.6
CCOC(=O)N1CCN(c2nc(-c3ccc(Cl)cc3)cs2)CC1 across the screens: 15, -1, 26, -11, 0.9, 42, -0.9, -3, 0.3

The listing picks up, starting 6 compounds before the break.
no.	Structure	EBV gp42 inh	p47phox inh	PPC-1+TRAIL kill	Mdm2 ligase inh	TNF death inh	CHOP inh	TRPN1 ag	Runt-SMMHC FRET	TRPML3 agonist
19	COc1ccc(OCC(=O)N2CCN(C(=O)c3ccco3)CC2)cc1	-2	-5	0	2	-0.1	-1	-0.3	1	0.1
20	Cc1ccccc1-n1c(O)c(C=NC2CCS(=O)(=O)C2)c2ccccc2c1=O (centres undefined)	-15	-3	-7	2	0.7	15	2.7	2	0.8
21	O=C(Nc1ccc2oc(-c3ccncc3)nc2c1)c1ccc2c(c1)OCO2	-25	9	4	.	-3.6	-7	4.8	-4	2.2
22	COc1ccccc1-n1cnc2cc(NC(C)=O)ccc21	-5	0	11	-10	-1.6	26	2.6	2	1.0
23	COc1ccc(CCNc2nc(-c3ccncc3)cs2)cc1OC	-16	1	-14	-9	-0.6	-3	5.0	-5	1.2
24	CCOC(=O)N1CCN(c2nc(-c3ccc(Cl)cc3)cs2)CC1	15	-1	26	-11	0.9	42	-0.9	-3	0.3
25	CCOC(=O)C1(C)Oc2cccnc2NC1=O (centres undefined)	-3	-4	14	-19	1.1	34	1.0	-3	0.1
26	O=C(NCc1ccco1)c1cc2sccc2n1Cc1ccccc1	-3	-32	2	-3	-4.2	-8	-0.1	-1	-0.6
27	CC(=O)NCCc1c[nH]c2ccc(OCC(O)CNC(C)(C)C)cc12 (centres undefined)	-11	3	0	-9	1.5	10	-1.5	-7	-0.7
28	COc1ccc(/C=C/C(=O)NC(=S)N2CCN(c3ccccn3)CC2)cc1	1	-7	0	-17	-2.1	19	-2.0	-4	0.9
29	Cc1cc(C)cc(N(C(C)C(=O)NCc2ccc3c(c2)OCO3)S(C)(=O)=O)c1 (centres undefined)	-2	-12	17	2	-0.5	7	-3.3	2	-1.0
30	Cc1cccc(-n2c(SCC(=O)N3CC(=O)Nc4ccccc43)nc3ccccc3c2=O)c1	-33	-93	-1	-12	-2.7	23	10	10	6.2
31	CC(NC(=O)CSc1n[nH]c(=O)[nH]c1=O)C1CC2CCC1C2 (centres undefined)	-5	6	-14	-14	-0.2	3	2.7	-1	1.2
32	CCN(Cc1nc2cc(OC)c(OC)cc2c(=O)[nH]1)C(=O)c1ccc(S(=O)(=O)N(C)C)cc1	-22	6	13	-2	-3.5	22	-0.5	-2	0.3
33	CCOc1cc(/C=C2/NC(=S)NC2=O)ccc1OCc1ccc([N+](=O)[O-])cc1	10	-48	2	2	-3.2	30	0.3	-8	0.1
34	COC(=O)c1ccc(NC(=O)CSc2nc3ccccc3c(=O)[nH]2)cc1	1	-14	12	-5	-0.3	10	1.1	-5	0.0
35	O=C(N=Nc1c(O)[nH]c2ccc(F)cc12)C1COc2ccccc2O1 (centres undefined)	-3	-11	6	-16	-1.3	13	0.2	-3	0.5
36	CCn1c(=N)n(CC(=O)c2cccc([N+](=O)[O-])c2)c2ccccc21	-20	1	-4	-16	-0.4	-38	-1.3	2	0.7
37	O=C(Cn1c(-c2cscn2)nc2ccccc21)Nc1ccccc1F	4	-13	11	-66	-1.0	39	1.0	-8	-0.4
38	Cc1cc(=O)[nH]c(SCc2nnnn2-c2ccc(Cl)cc2)n1	-2	0	5	3	1.1	41	1.3	4	0.0
39	COc1ccc(NC(=O)C2C(=O)NC3(C)CC2c2ccccc2O3)cc1 (centres undefined)	-6	-2	1	-4	-2.6	13	2.4	0	0.2
40	Cc1cccc(OCCOCCN2CCOCC2)c1C	-26	-14	2	-7	1.0	-14	0.2	0	1.2
41	COC(=O)c1ccn(Cc2ccccc2Cl)n1	-3	-6	10	-4	100*	40	-1.4	0	0.5
42	CC[C@H](C)[C@H](NC(N)=O)C(=O)Nc1ccc2c(c1)OCO2	-14	5	3	-17	-0.1	8	-0.6	0	0.7
43	CCOC(=O)c1cn(-c2ccc([N+](=O)[O-])cc2)c2cc(Cl)c([N+](=O)[O-])cc2c1=O	-8	-2	-2	-2	-0.7	-34	0.4	-3	1.1
44	O=C(O)CSCc1ccc(Cl)cc1	-8	-5	0	6	1.0	-1	-0.4	0	0.6
45	COc1cc(NC(=O)COC(=O)CNC(=O)c2ccc(C)s2)cc(OC)c1	-11	-6	9	-5	0.2	16	-2.2	2	0.3
46	Cc1nn2c(NCC(C)C)c3c(nc2c1-c1ccccc1)CCC3	-8	-7	16	-22	1.0	34	-0.6	-1	0.5
47	COC(=O)CSc1ncnc2c1sc1nc(N3CCOCC3)c3c(c12)CCCC3	-8	2	24	-3	0.4	2	0.4	-2	0.0
48	CCc1ccc(CNC(=O)C2CCN(S(=O)(=O)N3CCC4(CC3)OCCO4)CC2)cc1	-7	-13	6	-7	0.6	15	1.4	2	1.0
49	N#Cc1c2nc3ccccc3nc2n2cc(NC(=O)c3ccc(F)cc3)ccc12	106*	55*	38	-8	-5.0	39	3.0	-66	3.0
50	Cc1cccc(N(CC(=O)N/N=C/c2cc([N+](=O)[O-])ccc2Cl)S(C)(=O)=O)c1C	-12	-15	5	-10	-1.1	0	-0.9	1	0.0
51	CCN(CC)c1ccc(/C=N/N2CCN(Cc3ccccc3)CC2)cc1	-12	-29	-13	-6	2.1	1	-1.2	12	0.6
52	Cc1c(C(N)=O)sc2ncn(CC(=O)OC(C)C)c(=O)c12	-16	1	15	-16	-0.5	-9	-0.1	-1	0.1
53	O=C(CN(c1ccccc1)S(=O)(=O)c1ccccc1)Nc1ccccc1C(=O)NCc1ccco1	9	-14	24	-9	2.6	3	0.3	3	0.5
54	Cc1ccc(NC(=O)COC(=O)C2=COCCO2)cc1	2	-8	6	-8	-2.4	-33	0.6	1	0.4

Compound activity (PubChem)
